# FXIa inh 1536: inhibitors of human coagulation factor XIa. P03951. purified FXIa, Boc-Glu-Ala-Arg-AMC fluorogenic substrate. inhibition, % at 5 µM. 220,000 compounds, 0.14% hits. AID 798;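 active means inhibition of at least 40%; inactive means inhibition below 40%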;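 further: fluorescence of freed AMC excited at 355 nm; 0% = enzyme without compound and 100% = no enzyme blank; many of its hits are not listed in these tables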
# Target sequence (P03951 19-387 limits assumed): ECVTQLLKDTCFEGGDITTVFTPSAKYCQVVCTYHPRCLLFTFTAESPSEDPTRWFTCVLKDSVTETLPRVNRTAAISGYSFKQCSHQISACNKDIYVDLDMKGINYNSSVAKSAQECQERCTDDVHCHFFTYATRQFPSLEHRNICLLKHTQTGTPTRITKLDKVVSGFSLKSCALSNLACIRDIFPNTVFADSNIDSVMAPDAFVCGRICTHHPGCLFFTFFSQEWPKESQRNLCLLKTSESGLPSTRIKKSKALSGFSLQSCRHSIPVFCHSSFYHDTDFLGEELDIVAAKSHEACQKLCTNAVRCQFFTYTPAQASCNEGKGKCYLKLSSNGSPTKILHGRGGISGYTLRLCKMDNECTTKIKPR
# Target sequence (P03951 388-625 limits assumed): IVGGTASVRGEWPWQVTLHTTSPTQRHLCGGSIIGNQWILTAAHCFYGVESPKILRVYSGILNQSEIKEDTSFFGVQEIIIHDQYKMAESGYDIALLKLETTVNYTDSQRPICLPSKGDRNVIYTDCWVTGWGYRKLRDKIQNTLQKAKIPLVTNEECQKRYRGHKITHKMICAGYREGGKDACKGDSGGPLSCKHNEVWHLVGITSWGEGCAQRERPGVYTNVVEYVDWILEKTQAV
# EP2 antag: inhibitors of human EP2 prostaglandin E2 receptor; 260,000 compounds, 0.52% hits; AID 1422; P43116; inhibition, % at 25 µM; C6 glioma cells expressing human EP2, cAMP TR-FRET; cells stimulated with saturating PGE2;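 active means percent inhibition above 40 after rounding to a whole number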;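 further: rat C6 glioma host cells with rolipram phosphodiesterase inhibitor present; the protocol text gives 20 µM as final concentration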
# Target sequence (P43116 whole entry, looked up): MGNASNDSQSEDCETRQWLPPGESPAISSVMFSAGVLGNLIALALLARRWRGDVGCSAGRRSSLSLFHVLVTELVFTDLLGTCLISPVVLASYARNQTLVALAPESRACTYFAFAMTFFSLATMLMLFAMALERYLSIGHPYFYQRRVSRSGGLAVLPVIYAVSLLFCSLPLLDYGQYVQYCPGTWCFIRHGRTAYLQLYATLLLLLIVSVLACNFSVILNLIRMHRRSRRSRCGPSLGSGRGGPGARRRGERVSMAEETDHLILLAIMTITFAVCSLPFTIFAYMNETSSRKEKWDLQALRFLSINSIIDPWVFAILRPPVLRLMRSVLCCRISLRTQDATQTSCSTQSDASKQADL
# TNF death inh: TNF-alpha cell death inhibition in Jurkat FADD-/- cells; Jurkat FADD-/- TNF necroptosis rescue, ATP luminescence, 24 h; 0 = TNF only, 100 = no-TNF cells; activation (protection from cell death), % at 10 µM; 220,000 compounds, 0.068% hits; AID 463075;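 active means activation, meaning protection from cell death, of at least 50% relative to plate controls; inactive means activation below 50%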;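 further: necroptosis triggered by 40 ng/mL TNF-alpha added together with compound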
# CHOP inh: CHOP inhibition in unfolded protein response | CHO-K1 CHOP-promoter luciferase, tunicamycin-induced, 15-18 h | 220,000 compounds, 3.8% hits | AID 2732 | inhibition, % at 10 µM;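 active means compounds that reduced the stress-induced luciferase reporter signal by more than about 70% of percent inhibition, limit read from the data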;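 further: 0% = tunicamycin plus vehicle and 100% = wells without tunicamycin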
# L929 necroptosis: L929 zVAD cell death inhibition. L929 zVAD necroptosis rescue, ATP luminescence, 24 h; with zVAD 60 µM. viability rescue, % at 10 µM. 220,000 compounds, 0.38% hits;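 active means activation, scaled between plate controls, above about 75%, limit read from the data; inactive means activation under that limit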;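 further: 0% = zVAD with DMSO and 100% = DMSO alone without zVAD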
# Wee1 degr inh: blocks degradation of human Wee1 kinase; P30291; HeLa Luc-Wee1K328M stability, luciferase luminescence; 100% = proteasome inhibitor MG132 effect; reporter increase, % at 5 µM; 220,000 compounds, 1.2% hits; AID 1321;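 active means activation above the mean of all tested compounds plus 3 SD, set per screening run, cut at about 8.8% in these data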;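 further: cells exposed to compound for 20 h before luminescence read; 0% = DMSO alone and 100% = MG132 at 30 µM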
# FXIIa inh: blocks human coagulation factor XIIa protease activity. P00748. purified FXIIa, Boc-QGR-AMC fluorogenic substrate, 2 h. inhibition, % at 5 µM. 220,000 compounds, 0.3% hits; in the data active means inhibition above about 40%;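 further: 0% = enzyme with no compound and 100% = blank without enzyme; many of its hits are not listed in these tables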
# PPC-1+TRAIL kill: PPC-1 cancer cell killing with TRAIL present. PPC-1 cells + TRAIL, ATPLite viability luminescence. cell killing (% activity), % at 4 µM. 220,000 compounds, 0.41% hits. AID 1443;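 active means cell killing above 50% in the first pass at 4 µM, then a duplicate retest at 5 µM averaging 50% or more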;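 further: plate controls were cells with TRAIL plus DMSO for no effect and medium-only wells lacking cells for full effect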
# TbHK1 inh: blocks Trypanosoma brucei hexokinase 1 activity. inhibition, % at 10 µM. 220,000 compounds, 0.11% hits. recombinant TbHK1, G6PDH-coupled NADH A340. AID 1430;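 active means inhibition of 50% or more in the single-dose primary screen; inactive means inhibition below 50%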
# Starred values were filed as active, the others as inactive; / = no result given; & = joins results of further samples. The list is partial (hit frequency here may not be typical).
# Results follow in this order: FXIa inh 1536	EP2 antag	TNF death inh	CHOP inh	L929 necroptosis	Wee1 degr inh	FXIIa inh	PPC-1+TRAIL kill	TbHK1 inh
Cn1c(=O)n(C)c2cc(NS(=O)(=O)c3ccc4c(c3)CCCC4)ccc21
    2.7	6.2	-7.0	/	0.8	-1.0	14.0	31.9	2.3
Cn1c(-c2ccccc2)cc(=O)c2ccccc21
    1.9	5.2	-0.9	7.5	0.2	1.7	7.2	10.0	-22.0
CC(/C=C/c1ccco1)=N/NC(=O)c1ccccc1Cl
    7.2	12.3	-1.5	-4.4	0.5	1.1	11.7	12.1	-45.2
Cc1ccc(S(=O)(=O)NNc2nnc(C)c(=O)[nH]2)cc1
    -2.5	4.1	-0.1	10.4	2.9	0.5	7.2	15.2	1.5
O=C(CSc1ccc(Cl)cc1)N1N=CCC1c1ccccc1 (stereo not given)
    -1.7	6.3	99.5*	19.1	64.6	-0.8	7.3	4.2	0.8
CC(NC(=O)Nc1ccc(Cl)cc1)C1CCCO1 (stereo not given)
    1.7	5.7	0.4	-13.0	-0.8	2.9	9.2	-5.4	-8.4
COC(=O)c1sccc1NC(=S)N1CCN(c2ccc(F)cc2)CC1
    4.3	16.8	-0.1	13.8	0.4	4.3	14.9	19.8	-2.8
COc1ccc(OC)c(N=C2C(=O)Nc3ccccc32)c1
    -1.1	6.9	-1.7	10.1	0.3	-3.1	3.2	-0.6	5.6
Cc1cccc(OCc2nnc(SCC(=O)Nc3nccs3)o2)c1
    -1.7	14.5	1.4	-4.0	0.9	0.8	-1.6	5.7	-15.7
CCOC(=O)c1c(CC(C)C)csc1NC(C)=O
    7.9	13.5	-2.5	56.0	0.0	2.4	4.6	1.3	-0.3
CC1CCc2sc(C(=O)Nc3nnc(SCc4ccc(F)cc4)s3)cc2C1 (stereo not given)
    6.8	10.7	0.5	-20.8	0.4	-2.1	13.2	22.0	-12.1
S=c1[nH]nc(-c2ccncc2)n1/N=C/c1ccccc1Cl
    10.2	13.9	-0.2	9.2	3.4	-0.3	7.7	12.8	-6.4
CCN(CC)C(=O)c1ccc(C(=O)c2ccccc2)cc1
    -0.1	14.1	0.6	5.2	0.5	-0.5	30.1	4.8	-5.4
COCCNC(=O)C(OC(=O)CC1Sc2ccccc2NC1=O)c1ccncc1 (stereo not given)
    0.7	6.9&12.4	-0.8	-4.9	-1.2	-0.2	12.2	20.4	-15.0
CN1CCN(S(=O)(=O)c2cccc(S(=O)(=O)c3ccc(Cl)c(Cl)c3)c2)CC1
    1.4	11.4	-0.5	-3.2	0.3	-0.8	4.5	/	-7.6
COC(=O)C1CCN(Cc2cc(=O)oc3cc(OC)ccc23)CC1
    4.4	-2.6	0.3	-16.8	0.5	1.8	-6.2	4.6	-20.3
COc1c(OC)c(O)c2c(=O)cc(-c3c(O)cccc3O)oc2c1OC
    5.6	22.1	-2.1	-1.0	0.0	-3.7	11.8	31.9	-16.7
O=C(Nc1ccccn1)c1ccc2c(c1)S(=O)(=O)c1ccccc1C2=O
    2.1	3.1	0.4	2.0	0.7	0.0	11.6	4.8	-3.6
O=C1c2cccc3c(Nc4ccccc4Cl)c([N+](=O)[O-])cc(c23)C(=O)N1CCO
    -0.3	21.9	-6.1	-16.9	-0.3	0.8	10.5	20.8	-13.9
Cn1/c(=N\NC(=O)c2ccccc2Cl)sc2ccccc21
    -8.3	3.3	0.3	-15.8	0.6	-1.1	3.3	24.2	-5.6

# The final 3 records of the section above open the next one:
# Results follow in this order: FXIa inh 1536	EP2 antag	TNF death inh	CHOP inh	L929 necroptosis	Wee1 degr inh	FXIIa inh	PPC-1+TRAIL kill	TbHK1 inh
O=C(Nc1ccccn1)c1ccc2c(c1)S(=O)(=O)c1ccccc1C2=O
    2.1	3.1	0.4	2.0	0.7	0.0	11.6	4.8	-3.6
O=C1c2cccc3c(Nc4ccccc4Cl)c([N+](=O)[O-])cc(c23)C(=O)N1CCO
    -0.3	21.9	-6.1	-16.9	-0.3	0.8	10.5	20.8	-13.9
Cn1/c(=N\NC(=O)c2ccccc2Cl)sc2ccccc21
    -8.3	3.3	0.3	-15.8	0.6	-1.1	3.3	24.2	-5.6
Cc1cc(C)n(-c2nc3ccccc3nc2Nc2ccc(CC(=O)O)cc2)n1
    0.5	9.1	2.7	6.9	3.6	2.8	10.1	1.8	12.6
CC(C)c1ccc(/C=N/N2CCCCC2)cc1
    -1.2	10.5	0.3	41.0	5.7	0.0	10.1	9.0	-0.9
O=C(c1ccccc1F)N1CCN=C1SCc1cccnc1
    -8.0	8.8	-0.9	36.4	-0.1	2.6	-0.3	15.8	0.9
N#Cc1ccc(-c2ccccc2)nc1SCC(=O)c1cc2ccccc2oc1=O
    7.4	11.7	-7.9	61.3	0.5	-3.2	11.5	4.5	-4.5
CN1CCCc2cc(C=O)ccc21
    2.7	8.8	-0.9	6.2	-0.9	-0.8	9.9	19.7	-20.6
CN(CCC#N)C(=O)COc1ccc(Br)cc1Cl
    -6.6	6.2	0.9	5.4	1.5	-2.5	0.4	-5.1	-2.5
CCn1c(O)c(C=Nc2ccccc2)sc1=S
    -0.3	5.9	0.6	-9.5	0.3	4.4	6.0	-1.0	8.3
CCc1ccc(N(C(=O)CCC(=O)Nc2cc(C)on2)C(C(=O)NC2CCCC2)c2ccco2)cc1 (stereo not given)
    6.0	12.4	-5.0	37.4	-0.9	8.1	13.6	16.4	4.0
Cc1ccc2nc(N3C(=O)CNC3=S)sc2c1
    3.9	13.3	-8.3	-55.5	0.8	3.8	10.7	33.9	-27.9
Cc1ccc(Nc2nnc(SCC3CCCCO3)s2)cc1 (stereo not given)
    2.0	4.5	1.4	25.2	1.1	5.0	10.6	14.3	-1.6
C#CCOCCOCCOCCNc1nc(N2CCN(C(=O)[C@H]([C@@H](C)CC)n3cc([C@@H](N)CC(C)C)nn3)CC2)nc(N2CCN(C(=O)[C@H]([C@@H](C)CC)n3cc([C@@H](N)CC(C)C)nn3)CC2)n1
    -3.0	16.4	0.1	16.6	0.3	0.2	6.5	-0.8	0.7
c1ccc(-c2cc3c(N4CCN(c5ccccc5)CC4)ncnc3s2)cc1
    -1.0	25.4	0.9	22.2	0.2	-1.8	14.1	3.5	-3.1
CCN1C=C(C(=O)OC)C(c2cccc(C)c2)C(C(=O)OC)=C1
    -21.8	9.4	0.6	-15.8	-0.5	3.4	-12.6	-0.6	-6.7
CC1CN(C(=O)Nc2cccc(C(F)(F)F)c2)CC(C)O1 (stereo not given)
    5.5	3.2	-0.9	-2.3	-0.2	-1.5	11.1	-6.8	0.0
CCCCNC(=O)N1c2ccccc2CC1C (stereo not given)
    -5.0	5.4	4.5	-5.2	2.4	-0.8	6.1	4.0	3.9
Cc1ccc(S(=O)(=O)N(CC(=O)N/N=C/c2cccc3c2OCCO3)c2ccccc2F)cc1
    -2.6	7.6	-2.3	-14.5	-0.4	2.5	-6.4	-4.9	-18.1
COc1ccc(/C(O)=C2\C(=O)C(=O)N(CCN(C)C)C2c2cc(OC)c(OC)c(OC)c2)c(C)c1 (stereo not given)
    -8.3	16.7	-0.3	-8.2	-0.1	-1.8	-7.1	4.3	-24.7
Cc1cc(-c2ccccc2)nc2oc3c(c12)NC(=O)CN(c1ccccc1)C3=O
    13.7	7.0	5.1	-28.1	1.7	-2.5	19.4	20.8	-2.9
Cc1ccc(NC(=O)CSC2=C(C#N)C(c3ccc4c(c3)OCO4)C3=C(CCCC3=O)N2)c(C)c1 (stereo not given)
    0.1	4.7	-5.4	52.1	-0.3	-2.0	11.2	0.1	-5.9
Cc1cc(NC(=O)CCC(=O)N(Cc2ccco2)C(C(=O)NC2CCCC2)c2ccccc2C)no1 (stereo not given)
    8.4	15.9	-0.9	32.4	-0.3	0.2	8.8	47.2	-6.5
Cc1cccc(C(=O)NCCN2CCN(c3ccccc3)CC2)c1
    3.2	6.2	-0.1	10.1	0.7	-1.4	3.6	17.4	-6.4
C/C(=N\Nc1ccc2nncn2n1)c1ccc(Br)s1
    -0.4	7.8	0.5	3.4	2.4	2.4	-0.8	0.1	-59.3
Cc1cccc(/C(N)=N/OC(=O)c2ccccc2Cl)c1
    0.5	8.8	-0.3	11.3	0.4	11.3*	11.7	36.4	3.8
COc1ccc(Cc2nnc(NC(=O)CSc3ccc(C)cc3)s2)cc1
    7.3	6.2	0.1	35.4	1.2	-3.0	12.7	18.5	31.2
CCCC(O)(CCC)C(=O)NNc1ccc(C)cc1
    5.0	10.2	-0.4	4.9	-0.5	-1.2	3.6	9.9	-8.4
CCn1c(=O)c(C(=O)CN2CC(C)OC(C)C2)c(N)n(Cc2ccccc2)c1=O (stereo not given)
    3.8	9.4	-0.5	12.4	0.1	-4.6	21.4	12.9	-0.5
Cc1c(/C(O)=C2/C(=O)C(=O)N(Cc3cccnc3)C2c2cccs2)cnn1-c1ccccc1 (stereo not given)
    -3.7	10.2	-1.7	-3.9	0.2	-1.0	4.1	43.9	-13.7
COC(=O)c1ccc(C(=O)OC)c(NC(=O)COC(=O)c2ccccc2OC)c1
    -4.4	2.8	1.4	5.9	1.3	-3.2	3.3	27.1	-9.0
O=C(CSc1ccc2nnc(-c3ccncc3)n2n1)Nc1ccccc1F
    1.6	13.3	-0.3	23.1	-0.6	-0.7	19.5	-30.4	-1.9
Cc1ccc(-n2c(SC3CCOC3=O)nc3ccccc3c2=O)cc1 (stereo not given)
    28.2	6.2	-0.1	-11.2	0.5	3.6	29.6	-19.0	9.2
Cc1cc(NC(=O)COc2cccc(Oc3ccccc3)c2)no1
    -3.4	12.0	-2.2	/	-0.2	-0.8	6.7	6.5	-5.0
O=C(NCCCn1cccn1)c1cc(COc2ccc(F)cc2Cl)on1
    2.0	5.2	-0.3	-2.8	0.4	2.3	13.2	4.6	-5.8
Cc1noc(C)c1S(=O)(=O)NCc1ccc2c(c1)OCO2
    -2.1	6.9	4.1	9.2	0.8	/	5.0	10.3	-0.5
Cn1c(CCC(=O)Nc2ccccc2F)nnc1SCC(=O)Nc1ccccc1Cl
    -1.1	4.8	0.3	11.6	0.8	0.3	2.3	-1.5	5.4
Cc1ccc(-c2nn(C)c(=O)c3ccccc23)cc1CN1CCCCC1
    2.3	6.8	-0.9	-9.1	0.8	-1.2	5.6	-6.8	11.2
CC(C)Oc1cccc(C(=O)NC(=S)Nc2ccc(Cl)c(C(=O)O)c2)c1
    2.0	4.7	-2.9	-16.4	0.3	-0.5	15.4	-7.4	-0.3
Cc1ccc(OCC(=O)NCc2cccs2)c([N+](=O)[O-])n1
    -1.6	9.1	-0.9	-7.5	-0.1	0.4	2.3	16.1	-4.0
O=C(OCc1nc2ccc(Cl)cc2n1CCO)c1ccccc1C(=O)c1ccccc1
    5.3	7.5	3.9	18.9	0.9	-1.4	14.2	-4.7	22.1
COc1ccc(C(=O)NCCc2c[nH]c3ccccc23)cc1S(=O)(=O)N1CCOCC1
    -6.2	12.4	-1.7	16.0	3.4	-2.6	-3.7	14.4	3.8
COCCn1c(SCc2ccc(OC)c(F)c2)nc2ccccc2c1=O
    -1.0	6.5	-0.7	25.3	-2.4	-1.9	6.9	12.4	-2.4
